Screening results from PubChem.
IDE cell inh: human IDE inhibitors in live cells, primary screen, fluorescence polarization, HEK cells, FAbetaB substrate | Insulin-degrading enzyme (Homo sapiens), P14735 | inhibition, % at 5.59 µM | 0.41% of 320,000 active | FAbetaB cleavage;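 active means percent inhibition above the average of all tested compounds plus 3 SD, set per screening campaign, cut at about 16% in these data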;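 further: IDE supplied by intact live HEK cells; FP after avidin binding of uncleaved biotin substrate so inhibition keeps polarization high; 0% = DMSO wells and 100% = 60 µM reference IDE inhibitor Ii1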
SUMO HTRF inh: inhibitors of in vitro SUMOylation cascade, primary screen, biochemical, HTRF, uHTS; AID 2006, 2009; SUMO-conjugating enzyme UBC9 (Homo sapiens), P63279; inhibition, % at 35 µM; HTRF SUMOylation assay, SAE1/SAE2 + UBC9; 0.36% of 290,000 active; in the data active means inhibition above about 50%, passing the limit was not always enough; further: strong numbers were not always called active
M18AAP inhibitor: PfM18AAP inhibitors, malaria aminopeptidase, primary screen, biochemical, QFRET, recombinant enzyme. H-Glu-NHMec fluorogenic cleavage. 1.2% of 290,000 active. inhibition, % at 7.35 µM. M18 aspartyl aminopeptidase (Plasmodium falciparum 3D7);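 active means inhibition above the campaign mean inhibition over all tested compounds plus 3 SD, cut at about 28% in these data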;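 further: 0% = plate median of test compound wells and 100% = 2 mM ZnCl2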
VIM-2 inhibitor: VIM-2 metallo-beta-lactamase inhibitors, primary screen, biochemical, epi-absorbance readout, Pseudomonas aeruginosa enzyme; purified VIM-2, nitrocefin hydrolysis, epi-absorbance fluorescence; inhibition, % at 5.6 µM; 0.89% of 290,000 active; AID 1527, 2009;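 active means inhibition above the mean of all tested compounds plus 3 SD, cutoff set per screening run, cut at about 7.5% in these data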;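 further: red hydrolysis product quenches plate fluorescence so inhibitors raise well fluorescence; 0% = enzyme with DMSO and 100% = DMSO without enzyme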
HCV NS3 hel inh: inhibitors of HCV NS3 helicase, primary screen, biochemical, Cy5 molecular beacon fluorescence; AID 1800, 2009; 0.56% of 290,000 active; inhibition, % at 10.9 µM; NS3 helicase DNA unwinding;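 active means inhibition above the mean of all tested compounds plus 3 SD, set per campaign, cut at about 35% in these data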;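 further: 0% = DMSO wells and 100% = thioflavine S control wells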
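Compound dosing – single dose, 10.9 µM nominal final, DMSO 0.8% final · System – NS3 helicase fragment of HCV · Buffer or medium – MOPS pH 6.5, MgCl2, DTT, Tween20, BSA · Signal – Cy5 beacon fluorescence read at start and 1 h · Also added – annealed dual-labelled DNA beacon duplex, ATP-started · Schedule – 1 h at 25 °C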
FID counter: compounds displacing fluorescent DNA intercalator, primary screen, artefact control for HCV NS3 helicase inhibitor project, biochemical, FID fluorescence; inhibition, % at 7.9 µM; DNA fluorescent intercalator displacement; 0.17% of 290,000 active; in the data active means inhibition above about 37%;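 further: 0% = vehicle and 100% = reference compound; higher means more ethidium bromide displaced from hairpin DNA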
IDE act: human IDE activators in live cells, primary screen, fluorescence polarization, HEK cells, FAbeta-B substrate; FAbeta-B cleavage; 0% vehicle, 100% cell-free pure enzyme wells; activation, % at 5.96 µM; 0.073% of 340,000 active; AID 493087, 2011;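 active means activation above the mean of all tested compounds plus 3 SD, set per screening campaign, cut at about 17% in these data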
p-CIP stab down: p/CIP-EGFP fusion destabilizers, primary screen, fluorescence, F442A cells. Q05BA5. 16 h. decrease of EGFP signal, % at 10 µM. 0.01% of 290,000 active;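 active means EGFP signal decrease of at least 30% at 10 µM or well 3 SD below plate mean, unless failing retest; inactive means the rest, including hits failing retest or dose response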; further: some compounds called inactive have numbers as strong as hits; many of its hits are not listed in these tables
Target sequence (Q05BA5 1-1403): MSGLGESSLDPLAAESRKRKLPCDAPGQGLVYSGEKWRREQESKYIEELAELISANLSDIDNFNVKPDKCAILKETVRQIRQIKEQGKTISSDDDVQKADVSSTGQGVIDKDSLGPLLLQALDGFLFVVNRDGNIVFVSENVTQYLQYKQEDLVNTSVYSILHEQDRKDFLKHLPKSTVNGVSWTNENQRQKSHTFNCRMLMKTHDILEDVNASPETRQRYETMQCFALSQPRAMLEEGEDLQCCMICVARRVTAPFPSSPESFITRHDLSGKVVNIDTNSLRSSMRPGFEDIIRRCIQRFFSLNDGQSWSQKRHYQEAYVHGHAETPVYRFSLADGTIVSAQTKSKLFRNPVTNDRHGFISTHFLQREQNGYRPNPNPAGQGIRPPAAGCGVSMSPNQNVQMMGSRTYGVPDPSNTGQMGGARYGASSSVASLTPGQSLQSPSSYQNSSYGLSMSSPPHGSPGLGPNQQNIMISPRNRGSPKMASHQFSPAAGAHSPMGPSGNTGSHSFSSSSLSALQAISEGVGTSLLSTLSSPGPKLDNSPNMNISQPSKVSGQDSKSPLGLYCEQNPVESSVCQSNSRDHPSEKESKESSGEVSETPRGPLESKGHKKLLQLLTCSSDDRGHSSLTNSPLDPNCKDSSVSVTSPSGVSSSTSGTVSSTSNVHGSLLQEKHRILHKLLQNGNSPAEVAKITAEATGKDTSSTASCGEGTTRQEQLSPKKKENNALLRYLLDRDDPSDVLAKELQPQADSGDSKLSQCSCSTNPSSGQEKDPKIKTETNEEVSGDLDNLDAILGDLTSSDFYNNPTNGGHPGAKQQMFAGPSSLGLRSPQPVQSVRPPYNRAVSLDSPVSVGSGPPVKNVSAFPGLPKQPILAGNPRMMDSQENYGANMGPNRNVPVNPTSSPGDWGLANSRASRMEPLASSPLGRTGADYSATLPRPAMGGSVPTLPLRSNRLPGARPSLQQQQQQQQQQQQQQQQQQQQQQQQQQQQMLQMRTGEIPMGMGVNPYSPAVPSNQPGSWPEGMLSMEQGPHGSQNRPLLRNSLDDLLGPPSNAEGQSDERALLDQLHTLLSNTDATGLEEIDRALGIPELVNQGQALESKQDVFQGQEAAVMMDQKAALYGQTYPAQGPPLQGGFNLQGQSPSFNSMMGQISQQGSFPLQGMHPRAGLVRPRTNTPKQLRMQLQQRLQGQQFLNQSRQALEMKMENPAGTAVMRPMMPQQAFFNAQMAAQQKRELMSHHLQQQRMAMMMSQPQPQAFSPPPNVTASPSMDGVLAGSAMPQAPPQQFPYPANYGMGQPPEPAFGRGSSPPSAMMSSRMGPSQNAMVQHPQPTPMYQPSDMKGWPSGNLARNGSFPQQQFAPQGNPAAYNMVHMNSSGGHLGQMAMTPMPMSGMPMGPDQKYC
IMP-1 inhibitor: IMP-1 metallo-beta-lactamase inhibitors, primary screen, biochemical, epi-absorbance readout, Pseudomonas aeruginosa enzyme; inhibition, % at 5.6 µM; AID 1556, 2009; purified IMP-1, nitrocefin hydrolysis, epi-absorbance fluorescence; metallo-beta-lactamase IMP-1 (Pseudomonas aeruginosa); 0.45% of 290,000 active;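 active means inhibition above the mean plus 3 SD of all compounds in the same screening run, cut at about 4.5% in these data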;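 further: 0% = IMP-1 with DMSO and 100% = DMSO wells lacking enzyme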
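Assay system: purified IMP-1; Quantity: IMP-1 0.2 nM before substrate addition; Medium: HEPES buffer pH 7.1 with ZnSO4 and Brij 35; Incubation: 15 min enzyme–compound preincubation, then 25 min nitrocefin reaction, 25 °C; Signal: fluorescence quenching readout, ex 480/em 530 nm; Controls: DMSO with and without IMP-1; Repeats: singlicate testing.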
* = called active by the depositor; / = no result given.

molecule	IDE cell inh	SUMO HTRF inh	M18AAP inhibitor	VIM-2 inhibitor	HCV NS3 hel inh	FID counter	IDE act	p-CIP stab down	IMP-1 inhibitor
COc1cccc(N2CC(C(=O)Nc3nnc(SCc4ccccn4)s3)CC2=O)c1 (stereo not given)	0	0	-1	-3.0	3	-31	3	0	-2.3
O=C(NCC(c1cccnc1)N1CCOCC1)Nc1ccccc1 (stereo not given)	11	8	3	-2.2	2	-7	3	-12	-3.0
COC(=O)C1=CN(c2ccc(OC)cc2)C=C(C(=O)OC)C1c1cccc(F)c1	-2	10	4	-0.5	3	-28	5	-11	-3.3
CN(C)c1ccc(CNC(=O)CN(C)S(=O)(=O)c2cccc3cccnc23)cc1	1	-1	8	-1.0	4	-19	1	2	-1.9
Cc1c(NC(=O)C2CCN(S(=O)(=O)c3ccccc3)CC2)c(=O)n(-c2ccccc2)n1C	5	13	-10	-1.8	3	-9	6	-7	-2.9
COC(=O)C1=C(NC(=O)c2cccs2)CCS1	/	18	3	-3.1	3	-2	/	-8	-1.8
COc1ccc(C2CC(=O)c3cnc(NC(=O)c4ccccc4)nc3C2)cc1OC (stereo not given)	0	7	0	-3.9	6	-13	-4	0	-4.9
Cc1ccc(-c2csc(N(CC3CCCO3)C(=O)c3ccco3)n2)cc1 (stereo not given)	1	-8	4	-3.8	-6	-8	4	-2	-4.5
COc1ccc(C2=NOC(CNC(N)=S)C2)cc1 (stereo not given)	6	13	5	1.8	-9	3	5	7	-3.0
O=C(NC1CCCC1)C(c1cccs1)N(C(=O)c1ccco1)c1ccc2c(c1)OCCO2 (stereo not given)	2	6	9	0.3	-2	-25	2	-8	-2.0
CCOC(=O)/C(C#N)=C/Nc1ccsc1C(=O)OC	-1	14	2	-1.8	2	1	14	-6	-1.0
COc1cc(OC)c2c(=O)c(OC)c(-c3ccc(OC)c(OC)c3)oc2c1	0	27	6	16*	1	-31	4	-5	-2.0
COc1ccccc1NC(=O)CSc1nn2c(=O)c(C)nnc2s1	-6	6	0	-0.2	3	-7	4	-12	-3.4
FC(F)(F)c1ccc(-c2noc(CN3CCCN(C4CCCCC4)CC3)n2)cc1	5	15	-6	-1.1	-5	10	-2	-7	-2.8
CC(=O)COc1ccccc1OC(=O)c1ccco1	4	2	-6	-4.6	1	0	1	-5	-3.3
Cc1ccc2cccc(OCc3ccc(F)cc3)c2n1	-1	16	2	-0.9	-15	-20	2	0	-2.6
COc1ccccc1C(=O)NCc1ccncc1	0	7	1	-1.6	9	-4	5	8	-1.4
COc1cc(C2C(C(C)=O)=C(O)C(=O)N2CCN2CCOCC2)ccc1O (stereo not given)	3	-2	-3	-3.2	6	0	3	-6	0.4
CCCCN(C)C(=O)Cn1nc(-c2ccc(Cl)cc2)ccc1=O	7	-14	-9	-1.2	0	-32	-1	-18	-2.2
Cc1ccc(NC(=O)N2CCc3ccccc3C2)c(C)c1	7	5	-4	-2.0	3	-13	-2	-14	-4.7
COc1ccc(N2CCN(C(c3cccs3)C(C)NC(=O)C(=O)N3CCCCC3)CC2)cc1 (stereo not given)	6	4	10	-1.8	0	-38	5	-12	-2.6
CCCCCCc1nc2ccccc2c(=O)n1NC(=O)c1c(O)c2cccc3c2n(c1=O)CCC3	/	6	10	-2.2	-1	-3	/	0	-3.4
Cc1nc(CC(C)C)cc(C(=O)N2CCCC(CNS(=O)(=O)c3cccs3)C2)n1 (stereo not given)	1	-9	-8	-1.6	-8	-26	3	-12	-2.8
Cc1nnc(SCc2ccc(C(=O)c3ccc(Cl)cc3)o2)n1-c1ccccc1	1	15	2	0.8	-15	-32	0	12	-0.8
Cc1cc2cc(C(c3nnnn3Cc3ccco3)N3CCCCC3)c(=O)[nH]c2cc1C (stereo not given)	-2	25	10	-0.8	20	-19	-10	-6	-0.9
CCCCN1C=C(C(=O)OC)C(c2ccccc2Cl)C(C(=O)OC)=C1	4	10	0	-4.3	1	-8	-2	-10	-5.0
O=C(NN1C(=O)c2ccccc2C1=O)c1ccccc1[N+](=O)[O-]	-1	1	-4	-2.1	-7	3	-1	9	-2.2
CCOC(=O)C1C(C)N=C2SCC(=O)N2C1c1cccc(Br)c1 (stereo not given)	9	-16	3	-4.4	30	-12	-2	-4	-1.9
Cc1ccc(-n2ncc(C#N)c2/N=C/N(C)C)cc1	5	-1	1	-2.4	3	-4	3	-10	-5.1
CCOC(=O)Nc1c(C)n(C)n(-c2ccccc2)c1=O	0	31	/	/	/	/	-3	-10	/
CN(C)C=Nc1ccc2nc3c(cc2c1)[nH]c1ccccc13	8	50*	-6	4.7	-4	23	-8	-20	-0.9
Cn1c(=O)c(C(=O)CSc2ccccc2)c(N)n(Cc2ccccc2)c1=O	8	8	-5	-2.2	3	-1	-3	2	-2.2
COc1ccc(C(CNC(=O)Cc2cc(OC)c(OC)c(OC)c2)N2CCCC2)cc1 (stereo not given)	0	23	-3	-1.0	0	1	1	3	-1.1
CC(=O)N(c1ccc(C(F)(F)F)cc1)S(=O)(=O)c1ccc(N2C(=O)CCC2=O)cc1	1	8	-9	2.7	16	-16	-9	12	1.4
Cc1ccc(C(=O)NCCOc2cccc(C)c2)cc1	4	12	3	-4.7	-1	-2	5	-1	-3.3
CCOC(=O)N1CCN(C(=O)C2CCN(S(=O)(=O)c3c(C)cc(C)cc3C)CC2)CC1	4	15	4	-3.5	1	-47	4	-2	-2.1
COCCCNC(=O)C(=O)NCCCOC(C)C	5	4	-3	-2.8	-2	1	4	-7	-2.2
CC(C)OC(=O)c1ccc(S(N)(=O)=O)o1	4	-8	-6	-2.4	5	-3	0	4	-1.7
CC(C)NC(=O)COc1coc(CN2CCN(Cc3ccccc3)CC2)cc1=O	-2	8	-3	-3.2	3	-9	-3	4	-2.1
Cc1ccccc1CCNC(=O)C1CCC(=O)N(C2CCCCCC2)C1 (stereo not given)	6	14	-1	-1.4	8	-47	-5	1	-0.9
CCC(=O)Nc1ccc(Cl)c(NC(=O)C(C)C)c1	0	-2	-8	1.5	12	-3	6	3	-2.0
COc1ccc(CNC(=S)Nc2ccc(S(N)(=O)=O)cc2)cc1	-2	17	7	-2.7	-4	1	-2	-3	-3.3
CCCc1nnc(SCC(=O)Nc2cc(C)on2)n1CCOC	-1	17	-4	-1.0	4	-2	4	-15	-1.4
COc1cc(-c2noc(C)c2-c2ccc(N(C)C)nc2)cc(OC)c1OC	3	-4	8	-0.6	7	-29	-1	-18	-3.7
COc1ccc(OC)c(C2=NOC(C(=O)Nc3cc(C)on3)C2)c1 (stereo not given)	-1	22	-16	0.9	2	-9	2	4	-0.3
O=c1c2c(ncn1Cc1ccccc1)nc1n2CCC1	4	14	3	-3.2	-7	-2	2	5	-2.9
CC(C)(C)NC(=O)CN(Cc1cccs1)C(=O)CCN1CCc2ccccc21	-2	14	-1	-1.0	1	-21	8	-2	-3.0
O=C(CSCC(=O)N1CCOCC1)Nc1nc(-c2ccccc2)cs1	0	-2	-8	-1.7	-2	-18	-1	-9	-4.3
COc1ccc(OC)c(N(CC(=O)NCCSC2CCCCC2)S(=O)(=O)c2ccccc2)c1	-2	9	-5	0.5	-27	-47	6	-5	-2.4
Cc1nc2sccn2c(=O)c1S(=O)(=O)N1CCN(c2cccc(Cl)c2)CC1	2	8	0	-2.2	-6	-26	5	-5	-2.1
O=C(N1CCCCC1)N1CCN(S(=O)(=O)c2ccccc2)CC1	-2	5	-1	-3.6	-4	-12	2	0	-2.7
CCc1nc2ccccc2c(C(=O)OCc2nnc(-c3ccccc3)o2)c1C	2	-13	-9	-2.0	1	-7	5	-24	-4.7
COc1ccc(C(=O)N/N=C(\C)CC(=O)N2CCN(C=O)CC2)cc1	4	-7	1	-5.4	-4	-1	-1	4	-2.5
O=C1NC2(Nc3ccccc31)C(=O)Nc1ccc(Br)cc12 (stereo not given)	3	4	3	-0.6	2	-1	3	0	-0.3
COc1cc(/C=C2/C(=N)N3N=C(CC(=O)N4CCOCC4)SC3=NC2=O)ccc1OC(C)c1ccccc1 (stereo not given)	-9	23	-10	-2.5	6	-47	3	-6	-0.5
CCOC(=O)N1CN(C(=O)OCC)CN(C(=O)OCC)C1	-2	10	0	1.0	14	-9	0	-4	0.6

(next part)
molecule	IDE cell inh	SUMO HTRF inh	M18AAP inhibitor	VIM-2 inhibitor	HCV NS3 hel inh	FID counter	IDE act	p-CIP stab down	IMP-1 inhibitor
Cc1ccc(C(C)C)cc1S(=O)(=O)NC1CC(C)(C)NC(C)(C)C1	-4	7	1	0.5	-8	15	-3	-1	1.8
CCNc1ccc(C(=O)OCC(=O)N2CCCC2)cc1[N+](=O)[O-]	2	4	2	-6.7	3	-10	0	-1	-2.6
Cc1ccc(/C=C/C(=O)OCC(=O)NCCN2C(=O)CSC2=O)cc1	1	-3	-3	0.3	-5	-11	9	-2	0.2
CC(=O)N1Cc2cc(N)ccc2Oc2ccccc21	-4	10	-1	-0.1	1	3	-2	-4	-2.6
COc1ccc(C(=O)Nc2ccc(-c3n[nH]c(=S)o3)cc2)cc1OC	-3	6	28	-4.8	25	-36	-3	-3	-0.7
CCOc1ccc(-c2nc(C)sc2CC(=O)O)cc1	3	7	1	-0.5	-2	-1	-6	-3	-0.9
COC(=O)c1cc(C(=O)NCCN2C(=O)S/C(=C\c3cccs3)C2=O)cc([N+](=O)[O-])c1	0	1	-2	0.0	-1	1	-1	-5	-0.9
COc1ccc(OC)c(C2C3=C(CCCC3=O)Nc3c2c(=O)n(C)c(=O)n3C)c1 (stereo not given)	-2	0	-1	-4.2	-1	-2	6	-1	-5.2
O=C1CC(C(=O)Nc2ccc(F)c(Cl)c2)N=C(N2CCCCC2)N1 (stereo not given)	3	5	-12	-0.2	10	-3	3	4	-0.6
CCOC(=O)NC(=O)COC(=O)CNC(=O)c1ccc(OCC)c(OCC)c1	-2	8	5	-4.5	0	-6	1	21	-2.7
COc1ccc(C2NC(=O)NC(C)=C2[N+](=O)[O-])cc1OC (stereo not given)	1	18	-1	-2.0	-9	0	7	-7	-3.8
